Source: PubChem (National Center for Advancing Translational Sciences (NCATS))
Integrin act MD – activators of alpha7 integrin expression for muscular dystrophy. alpha7betagal myoblasts, beta-gal FDG fluorescence, 48 h. Potency, µM (titrated, usually from 38.3 µM), for the others: top-dose activation, most hits filed as activators. actives 0.064% (n = 350,000). AID 624291;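 also: potency is read from the fitted curve at half-maximal effect; 100% = response of the positive control SU9516; nearly all actives have a fitted effect of over 60% in size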
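Alpha7betagal+/- myoblasts (passage 13) were plated 16-24 hr, then exposed to compounds (1:260 dilution of DMSO stock) for 48 hours at 37C. After MPER lysis, β-galactosidase reporter activity was read as FDG fluorescence (ex 480/em 540) after 30 minutes.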
Tb PFK block – inhibitors of T. brucei phosphofructokinase; Potency, µM (series often up to 57.5 µM), without a hit: at the top dose activity, negative = inhibition, most hits filed as inhibitors; actives 0.17% (n = 330,000); T. brucei PFK, ADP-Glo luminescence; AID 485367;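 also: potency is read from the fitted curve at half-maximal effect; 0% = uninhibited 1x PFK enzyme wells and -100% = no-enzyme wells; nearly all actives have a fitted effect of over 60% in size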
Target sequence (O15648 whole entry, looked up): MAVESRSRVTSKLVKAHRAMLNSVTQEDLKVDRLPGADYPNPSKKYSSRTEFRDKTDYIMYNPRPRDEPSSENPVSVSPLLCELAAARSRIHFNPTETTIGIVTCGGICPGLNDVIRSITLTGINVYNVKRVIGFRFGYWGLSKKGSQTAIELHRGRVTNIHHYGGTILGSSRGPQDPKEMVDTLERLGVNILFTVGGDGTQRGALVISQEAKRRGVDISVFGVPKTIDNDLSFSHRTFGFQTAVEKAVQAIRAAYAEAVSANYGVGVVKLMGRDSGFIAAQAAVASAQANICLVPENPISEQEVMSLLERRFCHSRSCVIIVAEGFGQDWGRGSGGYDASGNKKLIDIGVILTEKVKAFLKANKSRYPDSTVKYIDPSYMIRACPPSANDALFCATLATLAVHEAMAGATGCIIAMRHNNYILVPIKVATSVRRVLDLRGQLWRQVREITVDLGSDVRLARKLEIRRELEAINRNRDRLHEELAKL
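Luminescent ADP detection (ADP-Glo, two-step: ATP depletion then ADP-to-ATP conversion for luciferase) reported PFK activity after 45 min room-temperature reaction of 1.25 nM enzyme with 0.5 mM F6P and 0.1 mM ATP at pH 8.0.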
S-ASM inh – inhibitors of human secretory acid sphingomyelinase; Potency, µM (highest dose often 57.5 µM), inactives show at the highest dose activity change, negative = inhibition, usual class: inhibitors; actives 0.006% (n = 340,000); placental ASM, HMU-PC fluorogenic substrate, 60 min; P17405; also: potency is read from the fitted curve at half-maximal effect
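Fluorescence read-out (Ex 386 nm, Em 447 nm) after stopping the reaction at pH 10. Enzyme: ASM from human placenta; substrate HMU-PC0, 9 uM final; 60 min, 37 °C. Compound preincubation 10 min, ambient temperature.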
ELG1 repair inh – ELG1-dependent DNA repair inhibition; HEK293T ELG1-luciferase reporter, luminescence, 16 h; DNA damage induced by 5-fluorouridine; Potency, µM (top dose mostly 46.1 µM), without a hit: at the top dose activity change, negative = inhibition, usual class: inhibitors; actives 2.3% (n = 330,000); AID 504467; also: potency is read from the fitted curve at half-maximal effect; % is scaled to controls: 0 for no effect and ±100 for the full control effect; nearly all actives have a fitted effect of over 55% in size
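Step one: seed 2,000 cells per well. Step two: pin-transfer compound or DMSO alongside 5-fluorouridine. Step three: incubate 16 hr, 37 °C, 5% CO2. Step four: add ONE-Glo, wait 30 min, read luminescence.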
PTAP TSG101 blk – blocks PTAP/TSG101 interaction to inhibit HIV-1 budding. Fluorescence polarization, FITC-PTAP peptide / Tsg101 binding. Potency, µM (doses to about 115 µM), inactives show at the top dose activity change, negative = inhibition, hits mostly inhibitors. 340,000 tested, under 10 active; active = well fitted inhibition curve with a large enough effect in the main read-out, with a control signal flat, not every such curve was filed as active; inconclusive = small, poorly fitted or top-dose-only effect, or effect the other way, or a change in a side signal; inactive = no such curve, though single readings can be large or run the other way; also: potency is read from the fitted curve at half-maximal effect; % of control where 0% means no effect
Target sequence (Q99816 whole entry, looked up): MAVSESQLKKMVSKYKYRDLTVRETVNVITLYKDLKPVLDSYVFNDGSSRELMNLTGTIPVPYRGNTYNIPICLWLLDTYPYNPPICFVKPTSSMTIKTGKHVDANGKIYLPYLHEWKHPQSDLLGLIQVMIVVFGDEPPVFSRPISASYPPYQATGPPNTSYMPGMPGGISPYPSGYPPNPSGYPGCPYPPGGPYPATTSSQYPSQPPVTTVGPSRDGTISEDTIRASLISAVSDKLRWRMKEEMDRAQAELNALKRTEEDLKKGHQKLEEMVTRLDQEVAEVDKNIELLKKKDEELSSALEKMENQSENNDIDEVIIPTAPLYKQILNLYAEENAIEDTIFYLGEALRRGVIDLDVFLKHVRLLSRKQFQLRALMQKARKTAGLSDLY
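FP read-out: FITC-PTAP peptide, 50 nM final, binding Tsg101 binding domain, 10 uM final; 20 min, r.t.; 10 mM HEPES pH 7.5, 0.15 M NaCl, 0.01% Tween 20, 3 mM EDTA, 0.1 mM TCEP.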
TSHR antagonist – antagonists of human thyroid stimulating hormone receptor; actives 0.2% (n = 330,000); activity change, negative = inhibition, % at 11.5 µM; AID 504810; P16473; TSHR-expressing cells, TSH-stimulated cAMP HTRF, 2 h; hits give low values;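 active = activity change below a set negative limit, meaning inhibition stronger than a set level, cut at about -70% in these data; inconclusive = activity change between two set negative limits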; also: % is scaled to controls: 0 for no effect and ±100 for the full control effect
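Read-out is FRET at 665 nm (cryptate excitation 337 nm) from a cryptate-tagged anti-cAMP antibody, competed by cell cAMP against cAMP-d2. Compounds are tested on freshly harvested TSHR cells challenged with 4nM TSH (EC80) for 2 hours at 37 deg C.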
Mito fusion yeast – mitochondrial division inhibition or fusion activation; AID 485298; Potency, µM (titrated, usually from 46.1 µM), for inactives: at the top dose growth rescue (activation), hits mostly activators; actives 0.23% (n = 320,000); S. cerevisiae fusion-defective mutant growth rescue, CellTiterGlo 48 h;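 also: potency is read from the fitted curve at half-maximal effect; % of control where 0% means no effect; nearly all actives have a fitted effect of over 45% in size; temperature-sensitive fusion mutants such as fzo1-1 at 37 °C on non-fermentable ethanol glycerol medium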
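Temperature-sensitive fusion-defective S. cerevisiae (e.g. fzo1-1, mgm1-5) were grown with compound in YPEG medium (3% ethanol, 3% glycerol) for 48 hours at 37C. Growth rescue was measured as viability by CellTiterGlo luminescence after 10 minutes at ambient.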
Chronic BCR inh – inhibitors of chronic active B-cell receptor signaling; AID 493014; Potency, µM (highest dose often 46.1 µM), without a hit: at the highest dose ratio change, negative = lower green/red ratio, hits mostly inhibitors; actives 0.05% (n = 340,000); ABC-DLBCL IkBa-CBG/CBR reporter, luminescence ratio, 4 h; active = well fitted inhibition curve with a large enough effect in the signal ratio, with a control signal flat, not every such curve was filed as active; inconclusive = small, poorly fitted or top-dose-only effect, or effect the other way, or a change in a side signal; the % refers to the signal ratio;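 also: potency is read from the fitted curve at half-maximal effect; plate controls were basal doxycycline-induced cells for no effect and cells given 10 µM MG132 for full effect; MG132 reads +100%, hits lower the ratio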
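Doxycycline induced both beetle luciferases in TMD8 lymphoma cells; IKK-driven degradation limits the IkappaBalpha-fused green signal, while red luminescence normalises for cell number and nonspecific effects. Compounds tested up to 46 uM, 4 hrs.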
TCR act – activators of T cell receptors. AID 504894. primary human leukocytes, anti-CD3, IL-2 HTRF, 48 h. Potency, µM (highest dose often 9.22 µM), inactives show at the top dose activation of IL-2 secretion, hits mostly activators. 330,000 tested, under 10 active; also: % of control where 0% means no effect
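Activity was scored as IL-2 release from primary human leukocytes given only a TCR signal (a-CD3 beads) plus compound for 48 hr. Detection used a two-antibody HTRF format read at 665nm.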
AT treatment – potential ataxia-telangiectasia treatment; actives 0.19% (n = 320,000); AID 485349; […] A-T fibroblasts, KAP-1 phosphorylation AlphaLISA; neocarzinostatin DNA damage 30 min before lysis; Potency, µM (highest dose often 57.5 µM), for inactives: at the top dose activation, hits mostly activators; also: potency is read from the fitted curve at half-maximal effect; % of control where 0% means no effect; nearly all actives have a fitted effect of over 45% in size
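ATM-like activity read as KAP-1 phosphorylation via AlphaLISA donor/acceptor antibody pairs after lysis and 6 hr at 25C. Cells were ATM-null patient fibroblasts ([…], hTERT), dosed 60 min, then exposed to the DSB inducer NCS for 30 min.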
Eya2 inh – inhibitors of human Eya2 phosphatase activity. O00167. recombinant Eya2, OMFP fluorescence dephosphorylation (OMFP is methylfluorescein phosphate). Potency, µM (top dose mostly 76.9 µM), without a hit: top-dose activity, negative = inhibition, actives largely listed as inhibitors. actives 0.006% (n = 330,000). AID 488837; also: potency is read from the fitted curve at half-maximal effect; % is scaled to controls: 0 for no effect and ±100 for the full control effect
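Eya2 protein (added as 0.2 uM solution) was preincubated with compound for 10 min at ambient temperature in 50 mM HEPES pH 7.5, 50 mM NaCl, 5 uM MgCl2, 0.05% BSA, 1 mM DTT. OMFP (added at 50 uM) then reacted 10 min; fluorescence read at 485/525 nm.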
The depositor's hits bear a star; ? = inconclusive; nt = not tested or not shown; & = joins results of further samples; [ ] = another dose, or the depositor's remark. Unless noted, calls follow the shape of the dose curve; as a rule, active = well fitted curve in the direction sought with a large enough effect; inconclusive = small, poorly fitted or top-dose-only effect, or another doubt; inactive = no such curve, though single readings can be large; an effect the other way counts as inactive or inconclusive.

Values run as follows: PTAP TSG101 blk	TSHR antagonist	S-ASM inh	Eya2 inh	ELG1 repair inh	Tb PFK block	Mito fusion yeast	Chronic BCR inh	Integrin act MD	AT treatment	TCR act
Cc1ccc(C2=NN=C(NC(=O)C(F)(F)F)SC2)cc1
    -4%	-13	-1%	-2%	?	-9%	-13%	0%	-5%	-5%	-22%
Cc1cc(C(=O)Nc2ccc3ccccc3c2)oc1C
    -4%	-6	3%	-6%	?	10%	22%	?	-7%	5%	2%
COc1ccc(/C=N/NC(=O)c2ccn[nH]2)cc1COc1ccc(Cl)cc1Cl
    -1%	-2	-27%	-13%	?	8%	0%	?	-9%	-1%	-12%
Nc1nc(-c2cc(-c3ccccc3)no2)cs1
    1%	-7	0%	2%	?	6%	-20%	?	-9%	-3%	3%
Cc1ccc(Nc2nc3ccccc3o2)cc1F
    -2%	-13	-7%	28%	?	-3%	-1%	?	-42%	1%	5%
O=C(NC1CCCC1)c1cc(-c2ccccc2)nc2ccccc12
    -4%	-11	-6%	2%	-15%	1%	6%	0%	-3%	9%	nt
C[C@@H](NC(=O)c1nc[nH]c1C(=O)NCC(=O)OCc1ccccc1)c1ccccc1
    2%	-20	-3%	8%	-23%	0%	0%	2%	18%	-3%	3%
COc1ccc(N2CSC3=C(C#N)C(c4cc(OC)c(OC)cc4OC)CC(=O)N3C2)c(OC)c1 (stereo not drawn)
    -1%	-4	3%	12%	-21%	-24%	7%	-7%	-32%	4%	-34%
Cc1ccsc1/C=N/N=C1\C(=O)Nc2ccccc21
    -9%	-14	-10%	9%	?	0%	15%	-15%	-16%	1%	3%[46.1 µM]
COc1ccccc1CNC(=O)C(=O)NCC1OCCCN1S(=O)(=O)c1ccc(F)cc1C (stereo not drawn)
    -1%	-5	-1%	4%	-26%	-5%	2%	-7%	-21%	3%	-1%
O=C(Nc1ccc2oc(=O)ccc2c1)c1cc2ccccc2o1
    1%	-17	3%	-12%	?	0%	7%	?	7%	8%	-4%[46.1 µM]
Nc1cc(N)nc(SCc2cccnc2)n1
    -13%	11	0%	-2%	4%	0%	-2%	?	-17%	2%	2%
Cc1nc(C)n(CC(O)COc2ccc3c(c2)CCC3)n1 (stereo not drawn)
    -1%	2	3%	-14%	13%	5%	-3%	?	-18%	-4%	-6%
CCOCc1nnc(NC(=O)c2cc(OC)cc(OC)c2)s1
    0%	-9	1%	-1%	-2%	-4%	-4%	?	?	3%	8%
CCCCN1C(=O)CC(Nc2ccc(CC)cc2)C1=O (stereo not drawn)
    1%	2	1%	-12%	?	4%	0%	8%	28%	-8%	-3%
Nc1cc(=O)nc(SCC(=O)N(C2CCCCC2)C2CCCCC2)n1-c1ccccc1
    0%	1	1%	-11%	30%	4%	1%	3%	13%[7.66 µM]	3%	3%
Cc1ccc(-c2nc(C#N)c(N3CCC(C)CC3)o2)cc1
    -4%	-7	1%	-4%	16%	6%	-3%	?	16%	17%	0%
CCc1ccccc1NC(=O)NNC(=O)c1ccc2ccccc2c1O
    -1%	-11	235%[activator]	4%	4%	-6%	2%	6%	?	6%	-5%
O=C(CSc1nnc(-c2cccs2)n1-c1ccccc1)NCC1CCCO1 (stereo not drawn)
    -2%	nt	5%	nt	nt	nt	-1%	nt	-21%	nt	-4%
COc1ccc(Nc2nc(N3CCOCC3)nc(N3CCOCC3)n2)cc1Cl
    -3%	3	-6%	-26%	5.6µM*	0%	1%	-17%	7%	10%	6%
CCOC(=O)C1CCN(C(=O)C2CCN(S(=O)(=O)CC)CC2)CC1
    -3%	2	1%	11%	1%	0%	-1%	0%	26%	2%	-2%
CN1CCN(c2ccc([N+](=O)[O-])cc2C(=O)c2ccc(Cl)cc2)CC1
    -1%	-1	-10%	-3%	13%	-4%	1%	-3%	-11%	5%	9%
O=C(Nc1cccc(O)c1)N1CCOCC1
    -1%	-4	-1%	1%	9%	1%	1%	-14%	-4%	-5%	2%[46.1 µM]
CC(C)(C)c1cc(C(=O)N2CCc3ccccc32)ccn1
    -6%	-8	-7%	4%	-25%	4%	6%	2%	42%[7.66 µM]	5%	nt
O=C(O)CC(=O)Nc1ccc(Oc2ccc(C(F)(F)F)cn2)c(Cl)c1
    -3%	0	-2%	5%	2%	2%	3%	-2%	-28%	-6%	-2%
COc1cc(CNCCO)ccc1OC1CCCC1
    nt	-10	4%	1%	0%	-1%	-3%	?	-11%	3%	nt
OC(CN1CCN(c2ccc(F)cc2)CC1)c1ccc(Cl)cc1 (stereo not drawn)
    -6%	-7	-3%	-11%	-12%	1%	-16%	?	-17%	-19%	6%
Cc1ccc(S(=O)(=O)N2CCOCC2)cc1NC(=O)CNCc1ccc(Cl)cc1Cl
    -1%	-7	0%	-22%	23µM*	-3%	nt	-4%	-5%	13%	nt
Cc1nonc1C(=O)N/N=C/c1ccc(O)cc1
    -1%	17	-3%	5%	?	?	9%	?	7%	-10%	-3%
Cc1ccc(C)c(N2CCN(C(=O)CN3C(=O)c4ccccc4C3=O)CC2)c1
    -5%	-11	-4%	-7%	-30%	18%	8%	-2%	23%	0%	-30%
O=c1c2ccccc2c(/C=N/c2ncn[nH]2)c(O)n1Cc1ccccc1
    -4%&-10%	-10	-10%&-11%	11%	-14%	3%	9%	?	-24%&-22%	-2%	12%&5%
O=C(c1ccccc1[N+](=O)[O-])N1CCN(c2ccc(N3CCOCC3)nn2)CC1
    1%	8	0%	24%	11%	7%	-8%	-1%	4%	0%	-3%
CCOCCCN(CCC#N)S(=O)(=O)c1ccc(S(=O)(=O)N2CCCC2)cc1
    -3%	-11	1%	-30%	-11%	-1%	-2%	-1%	-9%	3%	-12%
CCc1ccc2[nH]c(O)c(N=Nc3nc(-c4ccccc4)cs3)c2c1
    1%	0	-28%	11%	-9%	-4%	5%	?	-31%	-2%	16%
CC1=C(C(=O)N2CCOCC2)C(c2cccc(C)c2)NC(=S)N1 (stereo not drawn)
    0%	6	-1%	6%	-1%	2%	0%	-1%	14%	20%	-1%[46.1 µM]
Cc1cccc(C)c1OCC(=O)N(Cc1cccs1)C1CCS(=O)(=O)C1 (stereo not drawn)
    1%	3	-2%	6%	0%	3%	2%	-1%	9%	12%	2%
CCOC(=O)c1nnn(-c2nonc2N)c1CN(CC)c1ccccc1
    -3%	-3	-1%	-18%	3%	-5%	-5%	?	12%	6%	3%
O=C(CCCCCN1C(=O)c2ccccc2C1=O)NCc1ccco1
    0%	-10	-1%	4%[15.4 µM]	-7%	-2%	-2%	8%	-10%	1%	-1%
CC(C)C(c1nnnn1C1CCCC1)N1CCN(C(=O)c2ccco2)CC1 (stereo not drawn)
    -8%	-5	-1%	-4%	11%	-6%	8%	-4%	20%	10%	4%
O=C(/C=C\Nc1cccc(F)c1)c1cccs1
    -5%	-7	44%	17%	?	-2%	5%	?	14%	1%	4%
Cc1cccc(N(C)c2ccc3cc(S(=O)(=O)N4CCCC4)ccc3n2)c1
    -4%	3	10%	-1%	-27%	-5%	-10%	5%	-30%	-2%	-2%
Cn1c(=O)oc2cc(S(=O)(=O)NC3CCCCCCC3)ccc21
    -7%	33	-12%	-11%	-3%	3%	6%	1%	-20%	-10%	5%
